ROC1-CUL1 inh: human ROC1-CUL1 E3 ligase inhibition. P62877+Q13616. in vitro K48 di-Ub FRET, acceptor:donor ratio, 45 min. inhibition, % at 10 µM. actives 0.6% (n = 140,000); in the data active = inhibition above about 25%
Target sequence (P62877 whole entry, looked up): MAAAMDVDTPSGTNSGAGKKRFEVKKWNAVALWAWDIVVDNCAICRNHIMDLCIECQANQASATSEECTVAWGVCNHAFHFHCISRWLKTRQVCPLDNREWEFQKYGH
Target sequence (Q13616 whole entry, looked up): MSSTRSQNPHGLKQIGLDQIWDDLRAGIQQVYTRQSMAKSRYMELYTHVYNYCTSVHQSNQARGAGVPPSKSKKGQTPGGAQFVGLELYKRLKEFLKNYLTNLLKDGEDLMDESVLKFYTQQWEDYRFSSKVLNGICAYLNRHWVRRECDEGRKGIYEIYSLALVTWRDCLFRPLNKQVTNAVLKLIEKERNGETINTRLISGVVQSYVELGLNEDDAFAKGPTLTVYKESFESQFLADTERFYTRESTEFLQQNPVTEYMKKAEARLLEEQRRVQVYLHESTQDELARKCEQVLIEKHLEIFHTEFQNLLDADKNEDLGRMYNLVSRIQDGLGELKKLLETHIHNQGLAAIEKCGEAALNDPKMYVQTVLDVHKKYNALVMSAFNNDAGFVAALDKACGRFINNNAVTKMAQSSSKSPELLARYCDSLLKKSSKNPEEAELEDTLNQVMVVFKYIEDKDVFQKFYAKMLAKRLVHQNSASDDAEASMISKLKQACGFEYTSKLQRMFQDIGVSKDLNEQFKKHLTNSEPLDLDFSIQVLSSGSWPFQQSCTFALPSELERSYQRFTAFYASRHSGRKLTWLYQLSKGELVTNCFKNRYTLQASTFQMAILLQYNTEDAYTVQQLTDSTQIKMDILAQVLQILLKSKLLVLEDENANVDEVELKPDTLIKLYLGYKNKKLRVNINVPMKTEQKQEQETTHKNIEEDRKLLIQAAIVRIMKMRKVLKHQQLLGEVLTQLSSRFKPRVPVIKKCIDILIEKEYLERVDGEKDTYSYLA
* marks the source's active call; other numbers are inactive results.

SMILES	ROC1-CUL1 inh
COc1ccc(N=CC2C(=O)N3C=CC=C(C)C3=NC2=NCCO)cc1 (configuration not stated)	5
COc1cc(NC(=O)Nc2nnc(N3CCCCCC3)s2)cc(OC)c1	1
COc1ccc(CCNC(=O)CN2C(=O)COc3ccc(S(=O)(=O)N4CCCCCC4)cc32)cc1OC	-1
C=C(C)Cn1c(SC(C)C(=O)N2CCCCC2)nc2ccc(I)cc2c1=O (configuration not stated)	0
CC1=CCN(S(=O)(=O)c2ccc(Cl)cc2)C(C(Cl)(Cl)Cl)C1 (configuration not stated)	1
Cc1cc(C(=O)N2CCN(c3ccccc3)CC2)cs1	1
CCc1ccc(NC(=O)CN2CCN(c3ccccc3F)CC2)cc1	3
CC(C)c1ccc(C2=NC(c3ccncc3)=Nc3ccc(F)cc3N2)cc1	8
CCOC(=O)c1cccc(NS(=O)(=O)c2cc3c(cc2C)NC(=O)CO3)c1	-3
COc1cccc(CCC2CCCN(C(=O)c3ccoc3C)C2)c1 (configuration not stated)	0

Taken from above for reference:
SMILES	ROC1-CUL1 inh
COc1ccc(CCNC(=O)CN2C(=O)COc3ccc(S(=O)(=O)N4CCCCCC4)cc32)cc1OC	-1
C=C(C)Cn1c(SC(C)C(=O)N2CCCCC2)nc2ccc(I)cc2c1=O (configuration not stated)	0

Following part:
SMILES	ROC1-CUL1 inh
Cc1ccc(C(=O)N(Cc2ccc(OCc3ccc4c(c3)OCO4)cc2)CC2CCCO2)s1 (configuration not stated)	0
O=C(Cn1ncc2c3ccccc3n(Cc3ccccc3)c2c1=O)Nc1ccccc1C(F)(F)F	-4
COc1ccccc1CN1CCC(C(Cc2ccccc2Cl)N(C)C(=O)c2ccco2)CC1 (configuration not stated)	6
CCOC(=O)c1c(C)sc(-c2c(-c3cccc(Cl)c3)[nH]c3c2c(=O)n(C)c(=O)n3C)c1O	45*
O=C1Nc2c(-c3ccc(Cl)cc3)cnn2CC1CC(=O)N1CCOCC1 (configuration not stated)	5
CCC(C(=O)Nc1ccccc1OC)n1nc(C)c2sc3ccccc3c2c1=O (configuration not stated)	3
Cc1ccc2c(c1)CN(Cc1cccc(O)c1)CC(C)O2 (configuration not stated)	5
Cc1ccc(CNC(=O)CN2Cc3ccccc3C2=O)cc1	-5
Cc1cccc(C)c1NC(=O)c1nnn(-c2cccc(Cl)c2C)c1C	6
Cc1ccccc1Cn1ccc(NC(=O)CCSc2nc(-c3ccco3)cc(C(F)(F)F)n2)n1	-6
CCCCC(=O)C1=C(C)N(c2ccccc2)C(=O)CC1=O	-10
CN(C)S(=O)(=O)N1CCC(Oc2cccc(C(=O)NC3CCOC3)c2)CC1 (configuration not stated)	4
COc1ccc(N2CCN(S(=O)(=O)c3c(C)nc4scc(C)n4c3=O)CC2)cc1	-5
CCN1CCC(NC(=O)Cc2ccc(Cl)c(Cl)c2)CC1	-3
Cc1c(NS(C)(=O)=O)cccc1C(=O)Nc1c(F)cccc1F	8
CCOc1ccccc1C(=O)NCc1ccc(OC)cc1	-4
O=C(c1ccc(N2CCSCC2)nc1)N1CCCN(c2ncccn2)CC1	-1
COc1ccc(NC(=O)CSc2nc3ccccc3n2CC(=O)N2CCCC(C)C2)cc1 (configuration not stated)	10
Cc1ccc(NCc2ccc(C(=O)OCC(=O)c3ccc(Cl)cc3)cc2)cc1	-8
O=C(/C=C/c1cccc(F)c1)N(Cc1ccncc1)Cc1cccc(OCCc2ccc(F)cc2)c1	9

7 compounds already listed, arranged by their value in ROC1-CUL1 inh, descending.
SMILES	ROC1-CUL1 inh
COc1ccc(NC(=O)CSc2nc3ccccc3n2CC(=O)N2CCCC(C)C2)cc1 (configuration not stated)	10
O=C(/C=C/c1cccc(F)c1)N(Cc1ccncc1)Cc1cccc(OCCc2ccc(F)cc2)c1	9
CN(C)S(=O)(=O)N1CCC(Oc2cccc(C(=O)NC3CCOC3)c2)CC1 (configuration not stated)	4
O=C(c1ccc(N2CCSCC2)nc1)N1CCCN(c2ncccn2)CC1	-1
COc1ccc(N2CCN(S(=O)(=O)c3c(C)nc4scc(C)n4c3=O)CC2)cc1	-5
Cc1ccc(NCc2ccc(C(=O)OCC(=O)c3ccc(Cl)cc3)cc2)cc1	-8
CCCCC(=O)C1=C(C)N(c2ccccc2)C(=O)CC1=O	-10

(list continues)
SMILES	ROC1-CUL1 inh
CC(C)c1ccc(OCC(O)CN2CCC(CN3C(=O)c4cccc5cccc(c45)C3=O)CC2)cc1 (configuration not stated)	5
Cc1cccc(Cn2cc(/C=N/Nc3nc(N4CCCC4)nc(N4CCCC4)n3)c3ccccc32)c1	9
CCOCCCNC(=O)c1c(NC(=O)c2cc(=O)c3ccccc3o2)sc2c1CCC2	3
CCN(CC)c1ccc(NC(=O)c2ccc(Cl)cc2)c(C)c1	-6
O=C(c1ccccc1Cl)n1nc(-c2cccnc2)nc1NCc1ccc(F)cc1	-4
COc1ccc(CCNC(=O)CCn2c(=O)c3cccn3c3cccnc32)cc1OC	6
C/C(=N\NC(=O)C1c2ccccc2Oc2ccccc21)c1ccc(C(=O)O)s1	8
Cc1cccc(NC(=O)CSc2nc3ccc(NC(=O)CSCC(=O)Nc4ccc5ccccc5c4)cc3s2)c1C	-3
C=CCNc1nc(-c2sc(NC(C)=O)nc2C)cs1	-2
COc1ccc(OC)c(S(=O)(=O)Nc2ccc3[nH]c(=O)[nH]c3c2)c1	-3

Shown with each value named: 4 of the compounds above
> C=CCNc1nc(-c2sc(NC(C)=O)nc2C)cs1
  ROC1-CUL1 inh: -2
> COc1ccc(CCNC(=O)CCn2c(=O)c3cccn3c3cccnc32)cc1OC
  ROC1-CUL1 inh: 6
> CC(C)c1ccc(OCC(O)CN2CCC(CN3C(=O)c4cccc5cccc(c45)C3=O)CC2)cc1 (configuration not stated)
  ROC1-CUL1 inh: 5
> Cc1cccc(Cn2cc(/C=N/Nc3nc(N4CCCC4)nc(N4CCCC4)n3)c3ccccc32)c1
  ROC1-CUL1 inh: 9

More structures:
SMILES	ROC1-CUL1 inh
CC(C)CSc1ncc(CO)n1Cc1ccccc1	13
Cc1ccc(CN(CC(=O)N/N=C/c2ccccc2[N+](=O)[O-])S(=O)(=O)c2ccc(C)cc2)cc1	1
Cc1ccc(-c2cc(C(=O)N3CCCCC3C)no2)cc1 (configuration not stated)	8
O=C(CN1C(=O)CC(c2ccccc2)=Nc2ccccc21)Nc1ccc(Br)cc1	-2
Cc1cccc(S(=O)(=O)c2cn(Cc3ccccc3)c3cc(N4CCCCC4C)c(F)cc3c2=O)c1 (configuration not stated)	-3
CCc1nnc(NC(=O)NC2CCN(C)C2=O)s1 (configuration not stated)	-7
CCn1c2ccc(F)cc2c2nnc(SCCN3CCCCC3)nc21	0
CCOC(=O)C(=O)Nc1ccc(S(=O)(=O)N2CCCCC2)cc1	6
CC(=O)C1=C(C)OC(=N)C(C#N)C1c1ccc([N+](=O)[O-])cc1 (configuration not stated)	1
CCC1CN(CC(=O)NC(C)COC)Cc2cc(OC)ccc2O1 (configuration not stated)	15
O=C(Cn1cccn1)NCc1cccnc1-n1cnc2ccccc21	-2
COc1ccc(C(=O)Nc2c(Cl)cc(Cl)cc2C(=O)NCc2ccccc2)cc1	3
CNC(=O)c1ccccc1NC(=O)c1ccc(C)c(Br)c1	-3
CC1CCCCN1C(=O)C1CCN(C(=O)c2ccc(Cl)cc2)CC1 (configuration not stated)	-5
CC1=Nc2cc(C(=O)NCCc3ccc(Cl)cc3)ccc2Sc2ccc(C)cc21	-6
CCCSc1nnc2c3ccccc3n(C)c2n1	3
Cc1ccc(NS(=O)(=O)c2cc(C(=O)O)cc(C)c2C)cc1C	9
COc1ccc(-c2ccc3c(N)c(C(=O)Nc4ccc(Cl)c(C(F)(F)F)c4)sc3n2)cc1OC	-3
CNC(=O)C12CCC(C)(c3nc4cc(C)c(C)cc4nc31)C2(C)C (configuration not stated)	-12
CCc1ccc(NC(=O)CN(N=Nc2nonc2C)c2nonc2C)cc1	2
COc1ccc(CN2COc3ccc4c(C)cc(=O)oc4c3C2)cc1	-12
COc1cc(C(=O)OCCN2CCN(C3Cc4ccc(F)cc4Sc4ccc(C(C)C)cc43)CC2)cc(OC)c1OC (configuration not stated)	3
O=C(Cn1cccn1)N1CCCC(CCc2ccccc2F)C1 (configuration not stated)	2
Cc1ccc(NC(=O)Nc2ccc3nc(N4CCN(C)CC4)cc(C)c3c2)cc1C	-20
COc1ccc(C2c3c(n[nH]c3C)OC(=N)C2C#N)c(OCc2ccccc2Cl)c1 (configuration not stated)	-1
Cc1cccc(NC(=O)C23CCC(C)(C2Br)C3(C)C)c1 (configuration not stated)	7
O=C(Nc1ccc(Cl)c(-c2nc3ccccc3s2)c1)c1cncc(Br)c1	-5
CCOC(=O)c1ccc(-c2ccccc2)cc1Oc1nc(OC)cc(OC)n1	6
Fc1cccc(Cl)c1/C=N\Nc1nccs1	17
CCOc1cc(/C=N\NC(=O)CN2CCOCC2)cc(Cl)c1OCc1ccc(C(=O)O)cc1	5
Cc1c(Cl)cccc1NC(=O)CN1C(=O)c2ccccc2Sc2ncccc21	9
C=CCNC(=O)C(C)Oc1ccc(Cl)cc1 (configuration not stated)	-5
COC(=O)c1cscc1S(=O)(=O)Cc1ccccc1	4
CC(=O)N1c2ccc(S(=O)(=O)NCC3CCC(C(=O)Nc4cc(C)cc(C)c4)CC3)cc2CC1C (configuration not stated)	12
CCN(CC)CCOC(=O)c1ccc(NC(=O)c2cc3cccc(OC)c3oc2=O)cc1	3
CCC1CN(C(=O)CCCc2cccs2)Cc2ccc(Cl)cc2O1 (configuration not stated)	-2
CCOc1ccccc1NC(=O)Cn1c(=O)n(-c2ccc(C)c(C)c2)c(=O)c2oc3ccccc3c21	0
CCN(CC)CCOC(=O)c1ccc(NC(=O)c2cc3cc(OC)ccc3oc2=O)cc1	-7
Cn1ccc(C(=O)N/N=C/c2ccccc2[N+](=O)[O-])n1	-5
O=C(c1cccc(Br)c1)c1conc1C(=O)c1ccco1	0
CCCCCCCCCCCCN=C(C)C1N=C(c2ccc(Cl)cc2)OC1=O (configuration not stated)	5
COc1ccccc1N1CCN(C(=O)CSc2n[nH]c(-c3ccccc3Cl)n2)CC1	-1
CC1(C)CCC2=C(C1)N(c1ccccc1)C(=O)C(c1ccccc1)C2=O (configuration not stated)	3
N=c1c2sc3nc4ccccc4n3c2ncn1NC(=O)Nc1ccccc1	-7
Cc1ccc(NC(=O)CC2Sc3ccccc3NC2=O)c(C)c1 (configuration not stated)	-4
CSc1nnc(NC(=O)c2ccc(C(C)(C)C)cc2)s1	-10
O=S(=O)(c1cccnc1)N1CCCC(N2CCC(CO)CC2)C1 (configuration not stated)	8
COc1ccccc1N1CCN(C(=O)CCn2cnc3onc(-c4ccc(F)cc4)c3c2=O)CC1	7
c1ccc(-c2nnc3n2CCCCC3)cc1	10
Cc1cccc(C)c1OCCn1c(C2CC(=O)N(Cc3ccc(F)cc3)C2)nc2ccccc21 (configuration not stated)	0

(listing goes on)
SMILES	ROC1-CUL1 inh
CCCCn1c2ccccc2c2nc3ccccc3nc21	1
COc1ccc(-c2noc(-c3ccc(NC4CCCCC4)c([N+](=O)[O-])c3)n2)cc1OC	-3
N#CC1C(=N)OC2=C(C(=O)CC(c3ccccc3)C2)C1c1cccc([N+](=O)[O-])c1 (configuration not stated)	-4
O=C(CCc1cccs1)N1CCC2(CCCN(Cc3cccnc3)C2=O)C1 (configuration not stated)	-5
CCCNC(=O)CCn1nc(-c2ccccc2)c2ccccc2c1=O	2
CCCN(CCC)S(=O)(=O)c1ccc(NC(=O)C(C)(C)C)cc1	10
CCN(CC)c1ncccc1CNCc1cccc2c1OCO2	-4
O=C(Cc1cn2ccsc2n1)N1CCCC(CO)(Cc2cccc(Cl)c2)C1 (configuration not stated)	0
COc1cccc(CN2CCCC3(CCN(C(=O)CCc4n[nH]c(C)n4)C3)C2)c1OC (configuration not stated)	7
CCOc1ccc(/C=C/c2nc(C#N)c(NCCCN(C)C)o2)cc1	11
COC(=O)Cc1ccc(NC(=S)NCCc2ccc(Cl)cc2)cc1	5
CCOCCCNC(=O)c1ccc(-n2c(-c3ccccc3)cc3c2CCC(C)C3)cc1 (configuration not stated)	-5
Fc1ccc(-c2nnc3c(Cl)nc4ccccc4n23)cc1	11
Cc1ccc(S(=O)(=O)c2cn(C)c3cc(N4CCCCCC4)c(F)cc3c2=O)cc1	2
CC(C)C(=O)N1CCN(S(=O)(=O)c2cc(Cl)ccc2Cl)CC1	-4
CCC(Nc1ccccc1)C(=O)N/N=C/c1ccc(OC)c(OC)c1 (configuration not stated)	-7
CCN1CC=C2C(C#N)C(=N)C(C#N)(C#N)C(c3ccc(SC)cc3)C2C1 (configuration not stated)	68*
O=c1[nH]c2ccccc2c(-c2ccccc2)c1Sc1nc2ccccc2s1	-5
CC(C)c1noc(-c2ccccc2OCC(=O)Nc2ccc([N+](=O)[O-])cc2)n1	6
COC(=O)N(C)C(CC(=O)C(C)(C)C)c1ccccc1 (configuration not stated)	-1
Cc1cccc(Cc2nnc(CCC(=O)N(C)CC3CCN(CC(C)C)CC3)o2)c1	1
O=C(N(CCN(Cc1ccccc1)C(=O)C(F)(F)F)Cc1ccccc1)C(F)(F)F	-7
CCCCCC(CSCCCc1ccccc1)n1ccnc1 (configuration not stated)	-1
CCOc1cc(C)c(C)cc1S(=O)(=O)NC(C)C	2
CN1CCc2c(sc3[nH]c(=S)n(-c4ccccc4)c(=O)c23)C1	-5
CC[C@H](C)[C@H](NC1CCN(c2ccc(CC(=O)N3CCC[C@H]3C(=O)OC)cc2)CC1)C(=O)OC	6
Cc1ccc(C(=O)Nc2cccc(C(=O)O)c2)cc1S(=O)(=O)N1CCCC1	5
Cc1cc(C)n(-c2nc3cc(Cl)c(Cl)cc3nc2Nc2ccc(F)cc2C)n1	0

Assay outcomes (PubChem BioAssay)

These rows are one share of the data. The share of hits here may be higher or lower than overall.
